Assay outcomes from PubChem BioAssay.
TcdB inh: blocks C. difficile toxin B glycohydrolase activity | TcdB glycohydrolase enzymatic assay, plate reader | inhibition, % at 9.99 µM | hit rate 0.24% among 350,000 | P18177; in the data active means inhibition above about 10%
Vc quorum ag: quorum light induction in luxS cqsA deficient V. cholerae. V. cholerae BH1578 lux reporter, luminescence, 6 h. activation, % at 18.7 µM. hit rate 0.16% among 350,000; in the data active means activation mostly above about 9.7%, no sharp cut-off; inconclusive means no clear call, values can overlap the other calls; inactive means mostly below about 3.7%; further: not every result past the cut was called active; inactives centre near 0; reference of the scale not given here
FadD28 binding: M. tuberculosis FadD28 bisubstrate binding inhibition; FadD28 bisubstrate probe binding, fluorescence polarization; inhibition, % at 12.5 µM; hit rate 0.22% among 360,000; in the data active means inhibition above about 8.5%, passing the limit was not always enough; inconclusive means no clear call, values can overlap the other calls
Yp Topo-I inh: Y. pestis Topo-I inhibition via cleavage products. Y. pestis Topo-I cleavage product accumulation, plate reader. activity, % at 10 µM. hit rate 0.064% among 360,000. AID 504884; in the data active means activity above about 50%, passing the limit was not always enough; inconclusive means no clear call, values can overlap the other calls; further: inactives centre near 2
UGM FP inh: inhibitors of M. tuberculosis UDP-galactopyranose mutase | P9WIQ1 | purified UGM, fluorescence polarization probe displacement | inhibition, % at 10 µM | hit rate 0.06% among 320,000 | AID 504406; in the data active means inhibition above about 10%, passing the limit was not always enough; inconclusive means no clear call, values can overlap the other calls
Target sequence (P9WIQ1 whole entry, looked up): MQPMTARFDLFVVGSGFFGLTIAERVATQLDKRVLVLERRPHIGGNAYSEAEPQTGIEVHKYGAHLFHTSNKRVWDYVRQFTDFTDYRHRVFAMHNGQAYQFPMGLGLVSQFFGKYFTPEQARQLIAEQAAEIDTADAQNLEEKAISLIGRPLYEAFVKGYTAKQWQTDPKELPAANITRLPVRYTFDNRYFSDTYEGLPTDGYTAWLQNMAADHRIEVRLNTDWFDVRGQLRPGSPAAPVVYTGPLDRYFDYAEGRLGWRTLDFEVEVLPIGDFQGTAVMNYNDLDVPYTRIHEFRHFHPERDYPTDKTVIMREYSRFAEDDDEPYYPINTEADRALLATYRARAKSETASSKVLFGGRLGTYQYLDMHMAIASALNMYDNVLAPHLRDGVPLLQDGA
Mtb FBA inh: inhibitors of M. tuberculosis fructose-bisphosphate aldolase; P9WQA3; purified M. tuberculosis FBA, fluorescence read-out; inhibition, % at 1 µM; hit rate 2.3% among 360,000; in the data active means inhibition above about 27%;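 further: 0% = vehicle and 100% = reference inhibitor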
Target sequence (P9WQA3 whole entry, looked up): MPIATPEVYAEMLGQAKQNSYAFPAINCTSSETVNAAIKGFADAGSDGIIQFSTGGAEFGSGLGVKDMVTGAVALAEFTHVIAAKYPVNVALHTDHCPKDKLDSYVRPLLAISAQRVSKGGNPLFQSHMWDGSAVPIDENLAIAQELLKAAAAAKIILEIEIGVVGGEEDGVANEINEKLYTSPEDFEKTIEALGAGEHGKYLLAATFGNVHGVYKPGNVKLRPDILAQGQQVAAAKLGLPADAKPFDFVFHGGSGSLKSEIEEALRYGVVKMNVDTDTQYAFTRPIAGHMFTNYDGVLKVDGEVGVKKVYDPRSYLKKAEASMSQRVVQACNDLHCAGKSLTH
GDH-TPI counter: inhibits GDH-TPI coupling enzymes, artifact for Mtb FBA screen; GDH-TPI coupled enzyme counterscreen, NADH absorbance; inhibition, % at 4.8 µM; hit rate 1.2% among 360,000; AID 588335; in the data active means inhibition above about 30%;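 further: 0% = DMSO wells and 100% = wells lacking the enzyme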
PfHsp40 yeast: rescue of PfHsp40-mediated yeast toxicity | S. cerevisiae expressing PfHsp40, growth rescue, ATP luminescence | growth rescue, % at 12.5 µM | hit rate 0.68% among 340,000 | AID 504582; in the data active means growth rescue above about 28%, passing the limit was not always enough; inconclusive means no clear call, values can overlap the other calls;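 further: yeast W303a lacking pdr1 and pdr3 grown in galactose medium; growth measured after three days at 30 °C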
Mtb BioA inh: inhibitors of Mycobacterium tuberculosis BioA enzyme | hit rate 0.096% among 360,000 | purified M. tuberculosis BioA enzyme, plate reader | AID 602481 | inhibition, % at 9.99 µM; in the data active means inhibition above about 40%; inconclusive means no clear call, values can overlap the other calls
Starred values were filed as active, the others as inactive; i = inactive; u = inconclusive; x = not tested or not shown; + = active, no number.

SMILES	TcdB inh	Vc quorum ag	FadD28 binding	Yp Topo-I inh	UGM FP inh	Mtb FBA inh	GDH-TPI counter	PfHsp40 yeast	Mtb BioA inh
COC(=O)c1cc(NS(=O)(=O)c2ccc(NCc3cccnc3)c(N)c2)cc(C(=O)OC)c1	x	0.7	-2.3	4.2	0.3	1.5	-4.9	-1.4	-1.5
CC(=O)Nc1ccc(S(=O)(=O)N2CCC(C(=O)NCc3cccnc3)CC2)cc1	0.2	-0.5	-0.6	2.8	-0.6	-0.2	3.1	0.2	1.1
Cc1ccc(OCc2ccc(C(=O)NCC3CCCO3)cc2)cc1 (stereo unspecified)	0.1	-0.3	0.2	6.5	0.5	3.5	3.2	1.6	x
C=CCn1c(C)nnc1SCC(=O)Nc1ccccc1C(=O)NC1CC1	0.3	-0.9	-0.3	-6.8	x	0.8	1.4	-1.4	0.7
COc1ccc(C(=O)Cn2nnc(-c3ccccc3NC(=O)C3CCCCC3)n2)cc1	x	i	-2.6	-6.0	1.0	-0.2	0.0	1.0	-1.1
O=C(NCc1ccc2c(c1)OCO2)c1cc(F)c(F)cc1Cl	0.4	i	0.3	-8.3	-0.4	-0.5	15.7	-0.2	0.6
C#CCNc1ccc([N+](=O)[O-])cc1	-0.9	-0.3	-4.5	0.7	-1.6	-1.8	7.3	0.2	x
COc1ccc(COc2ccc3c(C)cc(=O)oc3c2)cc1	0.7	-0.8	u	-1.6	0.6	5.0	16.1	-1.0	-1.5
O=C(CCCOc1ccc(Br)cc1)NNC(=O)c1ccncc1	0.2	-0.3	1.0	2.5	0.0	2.0	-12.4	-0.7	x
Cc1ccc(OCC(=O)O/N=C(\N)c2ccccn2)cc1	-4.6	-0.3	-1.1	3.2	0.3	0.5	-0.9	0.7	-0.6
O=C(COc1ccc2c(c1)oc(=O)c1ccccc12)N[C@@H](Cc1c[nH]c2ccccc12)C(=O)O	0.6	-0.6	-7.7	8.1	-0.3	7.2	9.8	0.9	-0.2
COc1ccc(Br)c(OC)c1C(=O)NC(=O)Nc1nc(C)cc(C)n1	2.5	-2.5	-1.5	8.3	1.1	0.4	11.0	-0.2	x
COc1ccc(CCNc2ccc(C(=O)O)cc2[N+](=O)[O-])cc1OC	-1.0	-0.9	-1.0	-8.7	-1.7	-6.8	4.8	0.3	4.9
COCCNC(=O)Cc1c(C)c2c(cc(C)c3c(C(C)(C)C)coc32)oc1=O	1.4	-0.6	-2.3	45.3	-4.4	42.5*	12.1	1.0	1.7
Cc1n[nH]c(=O)c2c(NC(=O)CSc3nnc(-c4ccco4)n3C)oc(C)c12	1.4	-1.4	-0.6	3.8	46.9*	3.0	8.2	0.1	-1.5
Cc1cccc(NC(=O)COc2ccc(/C=N\n3cnnc3)cc2)c1	1.9	-0.1	-0.4	-2.3	2.6	-0.7	4.2	-0.1	x
Cc1nnc(NC(=O)C2COc3ccccc3O2)s1 (stereo unspecified)	x	i	-1.6	-3.7	-0.8	0.4	-12.2	-0.3	1.2
COCc1cccc(-c2csc(C(C)(NC(C)=O)c3ccccc3)n2)c1 (stereo unspecified)	0.7	i	-0.6	8.1	x	-3.9	14.2	x	-0.3
O=C(Nc1ccncc1)C1CCN(S(=O)(=O)c2cccc(C(F)(F)F)c2)CC1	0.5	-0.2	-6.6	-18.4	0.9	2.0	4.8	-0.5	3.2
CC1=C(C(=O)Nc2ccc(C)cc2)C(c2ccco2)NC(=O)N1 (stereo unspecified)	x	i	-2.2	0.7	2.0	2.5	-1.4	-1.4	-1.7

Fetched by compound from above, three records:
SMILES	TcdB inh	Vc quorum ag	FadD28 binding	Yp Topo-I inh	UGM FP inh	Mtb FBA inh	GDH-TPI counter	PfHsp40 yeast	Mtb BioA inh
COCCNC(=O)Cc1c(C)c2c(cc(C)c3c(C(C)(C)C)coc32)oc1=O	1.4	-0.6	-2.3	45.3	-4.4	42.5*	12.1	1.0	1.7
CC(=O)Nc1ccc(S(=O)(=O)N2CCC(C(=O)NCc3cccnc3)CC2)cc1	0.2	-0.5	-0.6	2.8	-0.6	-0.2	3.1	0.2	1.1
C#CCNc1ccc([N+](=O)[O-])cc1	-0.9	-0.3	-4.5	0.7	-1.6	-1.8	7.3	0.2	x

Further records.
SMILES	TcdB inh	Vc quorum ag	FadD28 binding	Yp Topo-I inh	UGM FP inh	Mtb FBA inh	GDH-TPI counter	PfHsp40 yeast	Mtb BioA inh
Cc1nn(-c2ccccc2)c(N)c1Sc1cccc([N+](=O)[O-])c1	x	-0.3	1.2	-5.4	1.4	2.7	0.7	0.0	0.7
O=C(NC1CCCCCCC1)c1ccccc1-c1ccccc1	-0.5	-1.1	-0.1	14.8	-2.1	-1.4	9.6	-0.5	x
CCCC(=O)NC(=S)Nc1sc2c(c1C(N)=O)CCC2	-0.9	-0.2	0.8	-1.5	-0.8	-1.1	10.8	1.3	x
O=[N+]([O-])c1ccc(COc2ccccc2/C=N/O)cc1	x	0.2	0.4	-2.2	-0.5	0.8	1.1	1.3	x
CCc1nnc(NS(=O)(=O)c2ccc(N/C=C\C(=O)c3ccc(F)cc3)cc2)s1	0.2	-0.2	-0.7	-10.1	-3.6	2.1	13.6	-1.9	x
COc1ccc(C2NC(c3ccc(OC)cc3)C([N+](=O)[O-])C(C)(C)C2[N+](=O)[O-])cc1 (stereo unspecified)	1.8	-1.6	-4.1	-10.4	0.4	-4.7	-1.3	2.1	x
O=C(NCCN1CCOCC1)c1ccc(CSCc2cccc(Cl)c2)o1	0.2	i	0.1	7.7	-1.3	3.1	-2.3	0.7	x
O=C(c1ccco1)N1CCN(C(c2ccccc2Cl)c2nnnn2Cc2ccco2)CC1 (stereo unspecified)	1.5	-0.2	-3.8	17.4	2.7	0.7	-1.0	0.7	0.4
CN(C)c1ccc(C(=O)N2CCN(c3cc(C(F)(F)F)nc4ccccc34)CC2)cc1	-0.8	i	-4.2	17.7	-0.5	-1.1	15.4	-0.2	0.4
Cc1ccc(NC(=S)Nc2cccc3cnccc23)c(C)c1	2.9	0.3	0.0	-5.3	1.5	-0.8	-5.6	0.1	-1.5
COc1cccc(OC)c1OCCCCN1CCC(Cc2ccccc2)CC1	-0.5	-0.3	-3.5	4.3	0.0	-5.0	-3.1	-0.3	x
COc1ccc(S(=O)(=O)N2CCC(C(=O)NCCC(=O)NCc3ccccn3)CC2)cc1	0.0	-2.6	-3.7	1.4	x	-2.1	2.6	x	-0.2
COCC(C)N=C1SCCN1Cc1ccccc1 (stereo unspecified)	0.1	-0.7	-1.8	6.6	1.1	0.7	-5.2	0.7	x
O=C(NC1CC1)c1ccc(-c2cnc3cccnn23)cc1	1.7	0.4	-1.5	-1.3	x	+	19.6	x	-1.8
CN(Cc1ccccc1)C(NC(=O)c1ccco1)C(Cl)(Cl)Cl (stereo unspecified)	2.0	-0.4	-5.1	7.4	-3.2	-1.5	4.5	1.8	x
O=S(=O)(NCC1(N2CCOCC2)CCCCC1)c1ccc(F)cc1	0.5	-2.8	-1.6	10.5	-3.5	-1.5	-1.4	-0.3	-0.6
O=C(NCc1ccc2c(c1)OCO2)c1cc(Cl)ccc1Cl	0.1	i	0.1	-3.8	0.2	0.2	4.3	1.7	-0.8
CCN1C(=O)c2ccc(C(=O)Nc3ncc(C)s3)cc2C1=O	0.3	i	-4.4	4.2	1.5	-5.0	-1.3	0.8	-2.1
CSCc1c(C(=O)OCC(=O)NC2CCCCC2)oc2ccccc12	1.3	i	-0.8	-0.5	1.5	4.3	-1.9	-0.4	2.1
O=C(CN1C(=O)NC(c2ccccc2)(c2ccccc2)C1=O)Nc1ccc2[nH]c(=O)[nH]c2c1	1.2	i	-3.3	-1.8	-0.7	1.9	0.7	0.5	0.8
CC1(C)CC(=O)N(CC(=O)O)c2ccccc2S1(=O)=O	-2.0	-0.4	0.6	4.9	1.2	-1.0	5.0	-0.7	-0.2
N#Cc1ccccc1NC(=O)C1CCCO1 (stereo unspecified)	0.8	-6.0	-0.2	8.2	x	0.6	1.3	x	x
CCc1ccccc1N1CSC2=C(C#N)C(c3ccccc3F)CC(=O)N2C1 (stereo unspecified)	1.5	1.6	-1.6	1.7	1.8	5.4	3.9	-0.2	-1.0
CCN(C(=O)C1CCN(S(=O)(=O)c2ccc3c(c2)oc(=O)n3C)CC1)c1cccc(C)c1	1.5	-0.2	0.7	-10.0	-0.7	1.4	5.3	0.9	-0.3
CCCSc1nnc(CSc2nc(C)cc(C)n2)n1C	1.8	1.9	-0.8	5.8	0.3	3.6	0.6	0.4	x
Cc1ccc(C(Sc2ccccc2)C(Cn2cncn2)C(=O)c2ccccc2)cc1 (stereo unspecified)	x	i	-0.9	u	-0.5	4.5	-5.4	-0.2	0.7
O=[N+]([O-])c1cccc(NC(=S)N2CCCC2)c1	1.7	-0.4	-3.9	8.9	0.5	-0.2	-2.4	-1.7	1.7
CCCCNC(=O)c1ccc2nc(CC)c(N(C)Cc3cccs3)n2c1	4.3	i	-1.2	32.8	x	2.2	6.7	x	2.9
CC(OC(=O)c1cc2c(ccc3ccccc32)oc1=O)c1nc2ccccc2s1 (stereo unspecified)	-0.1	i	-1.9	5.1	1.3	25.0	-3.1	-0.1	-2.3
COc1cc(C2(c3ccc(O)c(OC)c3)C(=O)Nc3c(Br)cc(Br)cc32)ccc1O	-2.1	-0.8	-4.9	-4.9	3.9	-1.1	-2.2	65.7*	3.5
Cc1cccc(/C=N/NC(=O)c2cc(-c3cccnc3)nc3ccccc23)c1	2.4	-0.1	-4.3	-6.4	1.4	-1.2	8.5	1.2	x
CC(C)CCN1CCN(Cc2cccs2)CC1CCO (stereo unspecified)	1.5	-0.6	-1.4	5.2	x	1.5	1.9	-1.6	1.9
Cc1ccc(CC(=O)NCC(C)C)cc1	x	i	-0.9	4.0	3.1	-0.1	0.7	1.3	-1.3
O=C(CCN1C(=O)COc2ccccc21)NCCN1CCN(c2ccccc2F)CC1	-0.9	i	-1.2	5.4	-0.4	1.5	3.7	-0.8	x
Cc1ccc(-n2c(Cn3nc(C(F)F)cc3C(F)F)n[nH]c2=S)cc1	1.9	-0.6	-2.4	-8.5	0.0	-2.2	-1.9	1.2	x
COc1ccc(C(NC(=O)C2CCN(CCOc3ccc(Cl)cc3Cl)CC2)c2cccs2)cc1 (stereo unspecified)	-1.4	-1.2	0.8	-4.5	x	0.2	-1.8	x	-1.3
N/C(=N\OC(=O)COc1ccccc1)c1ccccn1	0.0	2.9	-1.6	2.6	-3.8	-1.6	7.8	2.6	x
N#CCCn1nc(-c2ccc(Br)cc2)cc1Nc1ccccc1NC(=O)C(F)(F)F	-1.9	-0.2	-3.4	-2.5	2.1	-3.8	-4.3	0.3	x
COc1ccc(S(=O)(=O)CC(=O)Nc2nnc(C(F)(F)F)s2)cc1	0.8	i	-1.8	-1.6	-0.9	-2.1	5.6	-0.5	-1.5
COc1ccc(S(=O)(=O)Cc2ccc(C(=O)NC3CCCC3)o2)cc1	0.9	i	-1.0	-0.8	-1.0	-2.5	2.0	-0.7	-0.5
O=C(Nc1nc2ccc(S(=O)(=O)N3CCOCC3)cc2s1)c1cccs1	0.6	-0.3	-5.8	-1.9	1.4	8.5	20.8	0.0	-1.1
O=C(COC(=O)CN1C(=O)C2CC=CCC2C1=O)Nc1cccc([N+](=O)[O-])c1 (stereo unspecified)	1.2	-0.2	-4.4	0.9	x	-3.8	1.8	x	1.4
CN(C(=O)c1cc(S(=O)(=O)N2CCc3ccccc32)cn1C)C1CCCCC1	2.4	i	-2.0	4.3	-1.8	3.0	10.6	2.5	0.9
CCn1c(SCC(=O)Nc2ccccc2)nnc1-c1cccs1	6.0	-0.4	-1.4	6.9	2.7	5.0	6.3	-0.3	-0.7

2 compounds from above, reduced to PfHsp40 yeast and Yp Topo-I inh:
compound | PfHsp40 yeast | Yp Topo-I inh
O=C(Nc1nc2ccc(S(=O)(=O)N3CCOCC3)cc2s1)c1cccs1 | 0.0 | -1.9
O=C(COC(=O)CN1C(=O)C2CC=CCC2C1=O)Nc1cccc([N+](=O)[O-])c1 (stereo unspecified) | x | 0.9
